ARNT-TACC3 inh – disruptors of human ARNT/TACC3 interaction | 0.66% of 390,000 active | AlphaScreen His-ARNT PAS-B/GST-TACC3 binding, luminescence; TACC3 fragment carries E629A point mutation | Q9Y6A5 | inhibition, % at 9.99 µM;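 active = mean inhibition of replicates at least 50% and at least half of replicates each reaching 50%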;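 also: 0% = complete ARNT plus TACC3 wells and 100% = ARNT alone without TACC3; many hits fall short of the cut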
LGR2 inh – Drosophila LGR2 receptor signaling inhibition; HEK293 LGR2, CRE-luciferase, bursicon-stimulated, 4 h; inhibition, % at 9.99 µM; 0.35% of 380,000 active; AID 720647;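 active = drop in luminescence signal, shown as inhibition above about 50% in the replicate tests, limit read from the data, passing the limit was not always enough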;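 also: agonist challenge used bursicon conditioned medium at about half maximal strength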
Cneo AK release – Cryptococcus neoformans lysis via adenylate kinase release. C. neoformans lysis, adenylate kinase release luminescence, 4 h; normalised: neutral wells 0, clomiphene wells 100. lysis activity, % at 15 µM. 0.2% of 360,000 active. AID 651654;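 active = mean lysis activity across replicates of at least 80%, whatever share of replicates individually reach that level; inactive = mean lysis activity below 80%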
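Material: C. neoformans cells; Schedule: 4 h static compound exposure, 37 °C, read 1 h post-reagent; Measured by: adenylate kinase release luminescence; Read-out: signal increase indicating cell lysis; Controls: Clomiphene as positive lysis control.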
PGC1a acetyl inh – PGC1a acetylation modulation, inhibitor mode | U2OS PGC1a acetylation, AlphaScreen anti-acetyl-lysine; with virally co-expressed GCN5 acetyltransferase | inhibition, % at 15.6 µM | 0.17% of 350,000 active | AID 651687;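 active = every replicate shows inhibition of at least 40%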;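 also: 0% = neutral control wells and 100% = positive control wells; some results beyond the cut were filed as inactive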
PglD inh – PglD (C. jejuni) enzyme inhibition; purified PglD enzyme, DTNB colorimetric CoA detection; inhibition, % at 12.5 µM; 0.098% of 360,000 active; in the data active = inhibition above about 16%, passing the limit was not always enough; also: strong numbers were not always called active
GSIS activator – GLuc luminescence reporter in INS-1E cells, primary screen for activators of glucose-dependent secretion of insulin. INS-1E GLuc reporter insulin secretion, 2-3 h. activation, % at 16.6 µM. 0.61% of 370,000 active;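 active = lowest replicate activation of at least 40%, so every replicate reaches that level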;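 also: 0% = median of neutral control wells and 100% = median of IBMX positive control wells; some compounds called inactive have numbers as strong as hits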
C2C12 statin – protects C2C12 myotubes from simvastatin toxicity. ATP luminescence, 48 h; scaled: DMSO 0, geranylgeraniol control 100. 0.78% of 330,000 active. rescue of ATP level, % at 7.49 µM;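 active = mean ATP rescue above about 67%, or every replicate alone reaching that limit, limit read from the data, passing the limit was not always enough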;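 also: myotubes were challenged with 10 µM simvastatin during compound exposure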
PAX8 inh HTS – inhibitors of PAX8 transcriptional activity in RMG-I cells; RMG-I TPO-luciferase reporter, SteadyGlo, 24 h; inhibition, % at 12.6 µM; 1.2% of 360,000 active; AID 652154;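 active = mean replicate inhibition at least 60% with every replicate also reaching 60%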;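 also: luciferase light reporting Pax8 driven TPO promoter activity; plate controls were median of neutral control wells for no effect and mitoxantrone controls for full effect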
Starred values were filed as active, the others as inactive; i = inactive; . = no result given.

SMILES	ARNT-TACC3 inh	LGR2 inh	Cneo AK release	PGC1a acetyl inh	PglD inh	GSIS activator	C2C12 statin	PAX8 inh HTS
CCCCN(C(=O)CSCc1c(C)noc1C)c1c(N)n(CCC)c(=O)[nH]c1=O	1	12	3	.	6	-2	2	1
COc1ccc(S(=O)(=O)N2CCN(Cc3cccc(F)c3)CC2)cc1	-19	0	.	.	.	-6	.	6
O=C(NC1CCN(Cc2ccccc2)CC1)c1cn(-c2ccccc2)nc1-c1cccnc1	2	-11	6	6	-3	3	-8	1
CSc1ccc(CN2CCN(Cc3ccccc3)C(CCO)C2)cc1 (stereo unspecified)	2	18	.	-7	.	1	.	1
O=c1c2cc(F)ccc2[nH]c(=S)n1Cc1ccc(F)cc1	-11	4	1	4	5	9	-11	17
O=C(C(=O)N1CCOCC1)c1cn(CC(=O)N2CCCCC2)c2ccccc12	-1	7	6	14	3	5	.	.
Cc1cccnc1CNC(=O)C1(C)CCCN1CC(C)C (stereo unspecified)	.	24	0	1	6	1	-2	4
Cc1csc(=O)n1CC(=O)OC(C)C(=O)Nc1ccc(N(C)C)cc1 (stereo unspecified)	14	-6	-3	-5	3	22	3	-4
O=C(CSc1nnc2ccccn12)N1CCc2ccccc2C1	4	10	1	.	-5	0	2	.
O=C(c1ccccc1F)N(Cc1cccs1)C1CCS(=O)(=O)C1 (stereo unspecified)	-6	3	0	7	-2	18	28	18
COc1ccc(-n2nc3c(c2NC(C)=O)CS(=O)(=O)C3)cc1	-1	-8	1	5	0	-15	1	4
C[C@@H]1CCCCO[C@@H](CN(C)Cc2ccc(Cl)c(Cl)c2)[C@@H](C)CN([C@H](C)CO)C(=O)c2cc(NC(=O)Nc3ccc4c(c3)OCO4)ccc2O1	-2	2	4	16	3	-3	.	.
Cc1ccc(S(=O)(=O)Nc2ccc3c(c2)C(=O)N([C@@H](C)CO)C[C@@H](C)[C@H](CN(C)Cc2ccc4c(c2)OCO4)OCCCC[C@H](C)O3)cc1	6	25	2	.	1	-20	-121	36
CC(=O)c1ccc(N2CCN(S(=O)(=O)c3ccc4c5c3CC(=O)N5CC(C)S4)CC2)cc1 (stereo unspecified)	-18	.	2	0	7	.	11	.
COc1ccc(CN2CCN(CCCc3ccccc3)C(CCO)C2)cc1OC (stereo unspecified)	2	5	1	5	3	.	11	30
CC(NC(=O)c1cn(C)c2ccc(S(=O)(=O)N3CCCC3)cc2c1=O)c1ccccc1 (stereo unspecified)	-4	13	-1	6	0	11	-5	9
O=C(NC1CCN(Cc2ccc(Cl)c(Cl)c2)CC1)c1ccccc1	0	-32	1	7	5	-10	17	-8
COc1ccc(-c2nc(-c3ccc4c(c3)OCO4)[nH]c2-c2ccc(OC)cc2)cc1	.	11	17	-8	-3	-36	8	34
COc1ccc(S(=O)(=O)NCCSCc2ccccc2C)cc1Br	-3	.	-1	3	13	.	3	-3
O=c1oc(CCCO)cc2ccc(C#Cc3cccnc3)cc12	.	.	-3	.	6	.	-16	-130
COCC(=O)Nc1ccc2c(c1)C(=O)N(C)[C@@H]1CC[C@@H](CC(=O)O)O[C@@H]1CO2	5	-1	-1	-4	4	3	6	4
CCOC(=O)c1[nH]c(C)c(C(=O)N2CCc3ccccc32)c1C	10	.	-1	-10	3	.	-74	.
C[C@H]1CN([C@@H](C)CO)S(=O)(=O)c2ccc(C#CC(C)(C)O)cc2O[C@@H]1CN(C)C(=O)C1CCC1	-6	-26	-3	0	1	14	1	.
CCOC(=O)C1=CN(Cc2ccco2)S(=O)(=O)NC1CC (stereo unspecified)	9	9	2	2	0	-19	-1	-11

Among those listed so far, 5 contain an aryl methoxy group.
SMILES	ARNT-TACC3 inh	LGR2 inh	Cneo AK release	PGC1a acetyl inh	PglD inh	GSIS activator	C2C12 statin	PAX8 inh HTS
COc1ccc(S(=O)(=O)N2CCN(Cc3cccc(F)c3)CC2)cc1	-19	0	.	.	.	-6	.	6
COc1ccc(-n2nc3c(c2NC(C)=O)CS(=O)(=O)C3)cc1	-1	-8	1	5	0	-15	1	4
COc1ccc(CN2CCN(CCCc3ccccc3)C(CCO)C2)cc1OC (stereo unspecified)	2	5	1	5	3	.	11	30
COc1ccc(-c2nc(-c3ccc4c(c3)OCO4)[nH]c2-c2ccc(OC)cc2)cc1	.	11	17	-8	-3	-36	8	34
COc1ccc(S(=O)(=O)NCCSCc2ccccc2C)cc1Br	-3	.	-1	3	13	.	3	-3

More records.
SMILES	ARNT-TACC3 inh	LGR2 inh	Cneo AK release	PGC1a acetyl inh	PglD inh	GSIS activator	C2C12 statin	PAX8 inh HTS
Cc1nn(C(C)CC(=O)O)c(C)c1Br (stereo unspecified)	-2	-6	6	22	2	7	5	.
CN(C)S(=O)(=O)c1cc(NC(=O)COC(=O)Cc2ccc(Cl)cc2Cl)ccc1Cl	3	13	.	.	.	-22	-1	7
COc1ccc(NC(=O)CS(=O)(=O)c2cccc(Cl)c2)cc1	-2	-14	-3	0	-5	-21	-2	20
C[C@H]1CN([C@@H](C)CO)S(=O)(=O)c2ccc(/C=C/c3ccccc3)cc2O[C@@H]1CN(C)C(=O)Nc1cccc(F)c1	-5	-10	2	-23	5	-4	-64	62*
O=C(Cn1cnc2c(nnn2-c2ccc(F)cc2)c1=O)N1CCCc2ccccc21	-8	-9	5	8	3	-4	8	.
O=c1ccn([C@@H]2O[C@H](CNCc3ccc(-c4cc(C(F)(F)F)ccc4Cl)o3)[C@@H](O)[C@H]2O)c(=O)[nH]1	-9	0	-4	14	-7	-5	-2	3
COc1ccc(C)c2sc(N(CCN(C)C)C(=O)c3ccc(S(=O)(=O)N(C)c4ccccc4)cc3)nc12	.	-16	4	-12	-2	.	-2	-25
CCOC(=O)N1CCN(C2CC(=O)N(c3ccc(Cl)c(Cl)c3)C2=O)CC1 (stereo unspecified)	3	19	2	-10	3	-1	.	.
O=C(C1CCCC1)N1[C@@H]2CN(S(=O)(=O)c3ccc(F)cc3)c3ccccc3[C@@H]2[C@@H]1CO	5	5	0	-18	-7	-14	12	14
CCCn1c(=O)c(C(=O)Nc2ncccc2C)c(O)c2ccccc21	2	5	.	-9	.	11	.	12
COc1cc(C(=O)Oc2ccccc2/C=N/NC(=O)c2ccc(Cl)cc2)cc(OC)c1OC	-3	-40	.	.	.	17	.	-24
CN(C)S(=O)(=O)c1ccc(N2CCCC2)c(C(=O)Nc2ccccc2OC(F)F)c1	-1	-9	4	1	-1	13	3	-6
CCCn1c(N)c(N2CCCCC2)c(=O)n(CC(=O)Nc2ccc(C(C)=O)cc2)c1=O	4	-14	2	0	-2	.	1	1
Cc1cccc(C)c1NC(=O)CSc1nnc(C)c(=O)[nH]1	-2	1	.	.	.	8	.	-1
CCOC(=O)c1[nH]c2ccc(OC)cc2c1NC(=S)N1CCN(c2cccc(C)c2C)CC1	-9	11	-9	-8	-9	-1	.	8
CCOc1ccccc1NC(=O)Nc1ccc(CC#N)cc1	1	-28	.	-7	.	8	.	-24
O=C(Nc1cc(F)ccc1F)N1CCCCN2[C@H](CO)[C@@H](c3ccc(-c4ccncc4)cc3)[C@H]2C1	6	6	0	9	-52	-11	.	-34
COc1ccc(S(=O)(=O)N(C)C[C@@H]2Oc3ccc(NS(=O)(=O)c4ccc(C)cc4)cc3C(=O)N([C@H](C)CO)C[C@@H]2C)cc1	.	1	.	6	.	-16	.	0
C[C@H]1CN([C@@H](C)CO)S(=O)(=O)c2ccc(C3=CCCC3)cc2O[C@H]1CN(C)S(=O)(=O)c1cn(C)cn1	-6	-23	-2	-1	-3	0	-47	-20
CCC(=O)N(C)C[C@@H]1Oc2cc(C#CCN(C)C)ccc2S(=O)(=O)N([C@H](C)CO)C[C@@H]1C	-7	0	-1	11	-2	6	-12	.
COc1ccc(C2(CNC(=O)c3ccccc3)CCCC2)cc1OC	-14	-22	0	.	9	5	10	6
COCC#Cc1ccc2c(c1)O[C@H](CN(C)C(=O)Nc1ccccc1F)[C@H](C)CN([C@@H](C)CO)S2(=O)=O	29	-25	2	-10	-1	-3	16	.
COCP(=O)(c1ccccc1)c1ccccc1	-17	.	-2	1	4	.	6	.
O=C(C[C@@H]1CC[C@@H]2[C@H](COC[C@H](O)CN2C(=O)Nc2ccc(C(F)(F)F)cc2)O1)NC1Cc2ccccc2C1	-12	-2	-1	-5	-6	-17	-31	-2
CCC(C)c1ccc(NC(=O)c2cccs2)cc1 (stereo unspecified)	-9	.	4	-4	3	.	-69	.
O=C(Nc1cc(F)ccc1F)N1C[C@@H]2[C@H](c3ccccc31)[C@H](CO)N2Cc1cccnc1	-2	-17	38	-10	6	5	34	-31
Cc1ccc(-n2nnnc2Sc2nc([N+](=O)[O-])nn2C)c(C)c1	-1	.	-1	5	0	.	12	.
CC(=O)Nc1ccccc1Oc1ccccc1	1	6	2	0	-2	-1	-5	5
COc1ccc(S(=O)(=O)N/N=C\c2ccc3c(c2)OCO3)cc1	-11	-27	-1	5	7	-10	2	.
CC(C)(C)NC(=O)NC(=O)CN1CCCCCCC1	1	-40	.	.	.	-13	.	-6
Cc1cccc(NC(=O)CN2C(=O)CSC2=O)c1	-12	0	.	.	.	-9	.	5
O=CN1Cc2ccccc2-c2ccccc2C1	-1	.	3	-3	6	.	8	0
CC1CCN(C(=O)C2CCC(CNS(=O)(=O)c3cccc4cccnc34)CC2)CC1 (stereo unspecified)	11	1	0	2	6	-14	2	6
O=C(Nc1ccc2c(c1)[C@H]1C[C@@H](CC(=O)N3CCc4ccccc4C3)O[C@@H](CO)[C@H]1O2)c1cccnc1	3	13	-2	4	-1	2	-8	18
COCC#Cc1ccc([C@@H]2[C@@H](CO)N3C(=O)CN(C(=O)c4ccncc4)C[C@@H]23)cc1	.	1	.	6	.	8	.	-16
CS(=O)(=O)c1ccc(N2CCN(S(=O)(=O)c3cccs3)CC2)c([N+](=O)[O-])c1	2	13	0	4	-3	13	-2	11
CCOc1ccc(CCNC(=O)C2CCN(c3nn4c(=O)cc(C)nc4s3)CC2)cc1	8	.	-3	2	-2	.	11	.
CCCC(=O)N1c2ccccc2C(N(C(C)=O)c2ccccc2)CC1C (stereo unspecified)	7	2	.	1	.	2	.	.
c1ccc(CNc2ncnc3c2ncn3C2CCCCO2)cc1 (stereo unspecified)	i	-22	1	-3	2	0	-2	.
CC(=O)/C(=C/Nc1ccc(Oc2ccccc2)cc1)c1ccccc1	5	-2	.	-37	.	-14	.	.
CC(=O)c1cccc(NC(=O)c2ccc(-c3c(C)noc3C)c3ccoc23)c1	.	-28	0	2	-3	-23	7	.
CC(=O)c1cccc(NC(=O)C2=CC(c3ccco3)=NS(=O)(=O)N2C)c1	3	12	-1	1	-3	.	-3	-29
N=C(N)SCc1cccc2ccccc12	3	.	-1	.	-1	.	.	5
CCOC(=O)CCS(=O)(=O)c1ccc(-c2ccc(S(=O)(=O)CCC(=O)OCC)cc2)cc1	-6	26	-2	-7	-2	4	-3	.
C[C@H](CO)N1C[C@H](C)[C@@H](CN(C)C(=O)Nc2ccc(C(F)(F)F)cc2)Oc2ccc(NC(=O)Cc3cn(C)c4ccccc34)cc2CC1=O	-12	4	-1	3	1	8	22	15
COCC(=O)N1[C@H](CO)[C@@H](c2ccc(C#CCC3CCCC3)cc2)[C@@H]1C#N	-7	-8	-5	-5	-3	-19	5	-23
Cc1cccnc1NC(=O)CNC(=O)C12CC3CC(CC(C3)C1)C2	-2	-2	.	.	.	8	.	-2
CS(=O)(=O)c1cnc2c(-c3ccsc3)cnn2c1N	.	-21	.	-1	.	11	.	-28
COc1ccc(N2C(=O)C3CCCN3C2c2ccccc2OC)cc1 (stereo unspecified)	3	-4	-3	-23	0	9	2	-4

Screening results: PubChem BioAssay, Broad Institute
